# Screening results: PubChem, Broad Institute
# RAD54 inh = inhibitors of human RAD54 branch migration; Q92698; inhibition, % at 10.4 µM; RAD54 Holliday junction branch migration, FAM/BHQ fluorescence; 360,000 compounds, 0.14% hits; AID 602329;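 active = mean normalized replicate activity at least 40 and at least half of replicates scoring 40 or more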;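 note: 0% = median of neutral control wells and 100% = median of positive control wells; inhibitors cause a drop in the FAM fluorescence signal; in these data hits start at about 50%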
# FN deposition inh = fibronectin deposition inhibition. inhibition, % at 12.6 µM. AH1F fibroblasts, Alexa488-fibronectin deposition fluorescence, overnight. 350,000 compounds, 0.086% hits;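 active = mean inhibition across replicates of 30% or more, regardless of how many single replicates reach that level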;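 note: positive control wells lacked labelled fibronectin entirely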
#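 Material: AH1F fibroblast monolayer depositing Alexa488-labelled fibronectin into matrix | Input: 10000 AH1F cells/well | Medium: DMEM plus 2% serum, read in PBS | Reagent: Alexa488-fibronectin, 24 nM final in well | Compound dosing: One dose per compound, pinned | Schedule: 1 h adhesion, overnight exposure | Measured by: Fluorescence at 485 nm excitation, 525 nm emission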
# RAD52 inh = inhibitors of human RAD52 DNA annealing; P43351; recombinant RAD52 DNA annealing, FRET fluorescence; inhibition, % at 18.7 µM; 360,000 compounds, 0.46% hits; AID 651710;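 active = every replicate showing at least 50% inhibition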
# Target sequence (P43351 whole entry, looked up): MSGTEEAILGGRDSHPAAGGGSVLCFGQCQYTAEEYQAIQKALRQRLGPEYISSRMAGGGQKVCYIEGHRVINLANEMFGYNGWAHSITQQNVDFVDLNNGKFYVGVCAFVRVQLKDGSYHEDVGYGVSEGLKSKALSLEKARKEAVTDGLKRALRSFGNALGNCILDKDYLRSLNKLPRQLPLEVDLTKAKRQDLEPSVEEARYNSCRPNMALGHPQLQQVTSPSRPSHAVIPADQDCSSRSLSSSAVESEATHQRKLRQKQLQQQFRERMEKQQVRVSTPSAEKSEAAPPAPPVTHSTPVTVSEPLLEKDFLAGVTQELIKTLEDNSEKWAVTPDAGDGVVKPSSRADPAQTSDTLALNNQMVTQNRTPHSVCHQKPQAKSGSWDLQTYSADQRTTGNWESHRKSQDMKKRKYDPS
# E-sel inducer = induces E-selectin expression in human endothelial cells; P16581; HUVEC E-selectin immunofluorescence imaging; normalized: neutral wells 0, TNF-alpha wells 100; activation, % at 7.58 µM; 260,000 compounds, 0.37% hits; AID 686992;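 active = mean E-selectin-positive cell signal at least 10% of the positive control, reached in at least 60% of replicates, without over 20% cell loss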;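 note: in these data hits start at about 27%; measured in HUVEC primary endothelial cells; signal is the percent of cells scored E-selectin positive by PE staining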
#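 System: HUVEC / Compound: single concentration / Signal: immunofluorescence imaging / Read-out: percent E-selectin-positive cells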
# EWS-Fli block = EWS/Fli transcriptional activity inhibition; 350,000 compounds, 0.67% hits; inhibition, % at 12.6 µM; A673 NR0B1-luciferase reporter, viability-normalised; AID 651661;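 active = mean inhibition of at least 50% after viability correction, with every replicate also passing that limit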;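 note: firefly luciferase signal divided by Alamar Blue viability fluorescence both relative to DMSO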
# esBAF inh = SWI/SNF esBAF complex inhibition | mouse ES cells, Bmi1-luciferase knock-in reporter, 24 h; 100% = twice the neutral-well signal | reporter increase, % at 12.5 µM | 350,000 compounds, 2% hits | AID 602393; in the data active = activation above about 40%;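 note: 0% = median of the plate's neutral control wells and 100% = double that signal; a rise in the Bmi1 reporter signal indicates esBAF inhibition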
# XiGFP reactiv = activators of X-chromosome reactivation in mouse fibroblasts; XiGFP mouse fibroblasts, % GFP-positive cells imaging, 3 d; cells co-treated with 5-aza-dC sensitizer; scaled so ellipticine positive control = 100%; activation, % at 7.58 µM; 360,000 compounds, 0.055% hits;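 active = mean normalized replicate activation at least 10% and every replicate at or above 10%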;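 note: 0% = median of on-plate neutral control wells and 100% = ellipticine 6 µM median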
#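 Material: XiGFP fibroblasts, SV40-immortalized; Buffer or medium: DMEM containing 5-aza-dC; Compound dosing: single point; Times: 3 days compound exposure.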
# S100A4 inh HTS = S100A4-myosin IIA interaction inhibition | P26447 | S100A4/TAMRA-MyoIIA peptide fluorescence polarization | inhibition, % at 10.7 µM | 360,000 compounds, 0.14% hits | AID 652163;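 active = mean inhibition of at least 70% across replicates, with every replicate also reaching that level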
# Target sequence (P26447 whole entry, looked up): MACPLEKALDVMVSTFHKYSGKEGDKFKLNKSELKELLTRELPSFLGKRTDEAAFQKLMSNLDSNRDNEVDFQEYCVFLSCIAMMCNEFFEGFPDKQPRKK
#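 Material: S100A4 monomer protein / Buffer or medium: 50 mM HEPES pH 7.2, 10 mM CaCl2, 100 mM KCl / Times: 5 min incubation before reading / Benchmarks: neutral control DMSO, positive control TFP / Reagent: labelled myosin peptide probe, 5 nM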
# Active calls of the source: *; · = no result given. Random draw from the library; overall some 3% were active at least once.
SMILES,RAD54 inh,FN deposition inh,RAD52 inh,E-sel inducer,EWS-Fli block,esBAF inh,XiGFP reactiv,S100A4 inh HTS
CCc1noc(C)c1C(=O)NNC(=O)c1ccc(F)cc1,5,-9,0,0.6,-10,-2,0.0,0
C[C@@H]1CN([C@H](C)CO)C(=O)Cc2cc(NS(=O)(=O)c3ccccc3)ccc2O[C@H]1CN(C)Cc1ccc(C(F)(F)F)cc1,5,·,17,1.9,·,2,0.1,-3
O=C(NCCN1CCCCC1)Nc1ccc(Cl)cc1,2,7,-11,·,0,-12,0.0,-5
COc1cccc(NC(=O)c2ccccc2Br)c1,-14,12,-4,1.1,-64,57*,0.2,1
O=C(NC1CCN(Cc2ccccc2)CC1)c1ccccc1OCc1ccccc1Cl,2,·,-20,0.1,28,-9,0.0,-1
O=C(CSCc1ccc(Br)cc1)NCCc1ccccc1,0,-3,-10,0.1,-4,0,-0.2,-3
CCc1ccc(N(CC(=O)NC(C)C)C(=O)CCC(=O)Nc2ccccn2)cc1,-3,6,3,·,5,-2,0.1,-2
COc1cccc(OC)c1C(=O)Nc1ccc(C)cc1C(=O)c1ccccc1,·,12,8,·,5,·,-0.1,0
COc1ccc(CCC(=O)Nc2ccc3c(c2)OCO3)cc1OC,-4,0,-9,0.1,-1,9,0.3,-7
O=C1NCCCC1C(=O)N/N=C/c1cccc([N+](=O)[O-])c1 (configuration not stated),-6,-2,-6,-0.2,-3,-5,0.4,3
O=C(CCn1c(=S)oc2ccccc21)Nc1cccc(O)c1,·,·,5,-1.3,-5,·,0.3,3
C[C@@H]1CN([C@H](C)CO)C(=O)c2cc(C3=CCCCC3)cnc2O[C@@H]1CN(C)C(=O)NC1CCCC1,-1,·,15,-0.4,8,5,-0.8,4
C[C@@H]1CN([C@@H](C)CO)C(=O)c2cccc(NC(=O)c3cnccn3)c2O[C@@H]1CN(C)S(=O)(=O)c1ccc(F)cc1,·,·,-8,-0.1,2,-2,-0.4,-17
CCCc1nnc(NC(=O)CCC(=O)N2CCN(Cc3ccc(OC)c(F)c3)CC2)s1,2,-3,-13,0.1,·,-6,0.0,-1
N#C[C@@H]1N[C@@H](CO)[C@@H]1c1ccc(C#Cc2ccccc2F)cc1,1,-1,3,0.6,-49,13,0.1,-50

# Eleven structures from above, ordered by SMILES length, lowest first:
SMILES,RAD54 inh,FN deposition inh,RAD52 inh,E-sel inducer,EWS-Fli block,esBAF inh,XiGFP reactiv,S100A4 inh HTS
COc1cccc(NC(=O)c2ccccc2Br)c1,-14,12,-4,1.1,-64,57*,0.2,1
O=C(CSCc1ccc(Br)cc1)NCCc1ccccc1,0,-3,-10,0.1,-4,0,-0.2,-3
CCc1noc(C)c1C(=O)NNC(=O)c1ccc(F)cc1,5,-9,0,0.6,-10,-2,0.0,0
O=C(CCn1c(=S)oc2ccccc21)Nc1cccc(O)c1,·,·,5,-1.3,-5,·,0.3,3
COc1ccc(CCC(=O)Nc2ccc3c(c2)OCO3)cc1OC,-4,0,-9,0.1,-1,9,0.3,-7
O=C1NCCCC1C(=O)N/N=C/c1cccc([N+](=O)[O-])c1 (configuration not stated),-6,-2,-6,-0.2,-3,-5,0.4,3
O=C(NC1CCN(Cc2ccccc2)CC1)c1ccccc1OCc1ccccc1Cl,2,·,-20,0.1,28,-9,0.0,-1
CCc1ccc(N(CC(=O)NC(C)C)C(=O)CCC(=O)Nc2ccccn2)cc1,-3,6,3,·,5,-2,0.1,-2
N#C[C@@H]1N[C@@H](CO)[C@@H]1c1ccc(C#Cc2ccccc2F)cc1,1,-1,3,0.6,-49,13,0.1,-50
CCCc1nnc(NC(=O)CCC(=O)N2CCN(Cc3ccc(OC)c(F)c3)CC2)s1,2,-3,-13,0.1,·,-6,0.0,-1
C[C@@H]1CN([C@@H](C)CO)C(=O)c2cccc(NC(=O)c3cnccn3)c2O[C@@H]1CN(C)S(=O)(=O)c1ccc(F)cc1,·,·,-8,-0.1,2,-2,-0.4,-17

# (list continues)
SMILES,RAD54 inh,FN deposition inh,RAD52 inh,E-sel inducer,EWS-Fli block,esBAF inh,XiGFP reactiv,S100A4 inh HTS
COc1cc(OC)c(OC)cc1CN1CCSCC1,2,-5,-13,·,-3,-7,0.1,-4
O=C(COC(=O)c1cnccn1)Nc1cccc2ccccc12,8,-4,-11,0.1,2,-6,-0.1,0
Cc1ccc(NC(=O)CCc2nnc3ccc(N4CCC5(CC4)OCCO5)nn23)cc1F,0,8,-8,·,7,-5,0.0,4
Oc1oc(-c2ccc(Br)cc2)nc1/C=N/c1ccccn1,·,4,-38,-0.8,-48,·,0.1,-2
CCc1ccc(NC(=O)c2noc(C(C)C)c2[N+](=O)[O-])cc1,·,-2,-12,·,-15,·,0.0,1
O=[N+]([O-])c1cccc(C(O)C23CN4CN(CN(C4)C2)C3)c1 (configuration not stated),3,-2,-15,1.7,-4,·,0.1,-1
CNC(=O)C[C@H]1C(=O)N(CCc2ccccc2)C[C@@H]1c1ccc(OC)cc1,-14,2,-8,0.3,-6,-5,0.0,-4
Cc1ccc(C(=O)NCC(=O)NNC(=O)CN(C)S(=O)(=O)c2ccc(Cl)cc2)s1,-8,-4,-8,-0.8,2,-7,0.0,-2
CCN(CC(=O)Nc1c(F)cccc1F)C(=O)COc1cccc2c1OC(C)(C)C2,·,-9,-10,-2.1,1,-1,-0.1,-6
CC(C)(CNC(=O)CNC(=O)c1ccc(Cl)cc1Cl)N1CCOCC1,-11,5,-13,·,-3,-14,-0.1,-2
COc1ccccc1N1CCN(C2C(=O)Nc3ccccc3-n3nnnc32)CC1 (configuration not stated),·,1,-7,-4.0,-4,·,0.1,-3
COC(=O)C1=C(C)N(C)C(=NCC2CC2)NC1c1ccc(Cl)cc1 (configuration not stated),·,-10,-16,3.3,-4,·,0.0,-17
O=C1NC(=O)/C(=C/c2cccc(O)c2)N1,8,9,-28,0.1,19,7,0.0,-4
CSCC(C)N1CCC(CO)(CCc2ccccc2)CC1 (configuration not stated),2,-1,-23,0.3,8,-15,-0.1,-3
Cc1onc(-c2c(F)cccc2Cl)c1C(=O)N(C)CC(=O)Nc1cccc(F)c1,10,0,-7,·,0,-7,-0.1,37
CCOc1ccc(C2C3=C(CCCC3=O)OC(N)=C2[N+](=O)[O-])cc1 (configuration not stated),6,-6,-8,-0.1,13,-8,0.1,0
O=C(C[C@@H]1C[C@@H]2c3cc(NC(=O)Cc4ccncc4)ccc3O[C@@H]2[C@@H](CO)O1)NCC1CC1,12,-7,-15,0.4,-9,0,0.3,-2
NC(=O)c1ccccc1OCCOc1ccc(Br)cc1,-6,-16,-12,·,-35,19,0.1,-8
COCCCn1c(Cc2csc(Nc3cccc(Cl)c3)n2)nnc1SCC(=O)OC,-16,·,-27,·,2,-3,·,-16
CCOC(=O)c1ccc(S(=O)(=O)NNC(=O)c2cccc(N(C)C)c2)cc1,·,0,-13,0.0,-4,·,0.1,-1
Cc1cccc(NC(=O)CSCC(=O)Nc2ccc(S(=O)(=O)N3CCOCC3)cc2)c1,·,5,-8,-1.1,-4,·,-0.3,0
CNC(=O)c1cn(-c2ccc(Cl)cc2)c(=O)c2ccccc12,·,-1,-3,-5.4,2,·,0.0,-2
O=CN1CCN(C(=O)c2cccc([N+](=O)[O-])c2)CC1,6,6,-2,0.9,-6,-5,0.0,-3
COc1ccc(OCCSc2nnc(C(C)NC(=O)c3ccccc3F)n2C)cc1 (configuration not stated),·,-20,-18,2.8,0,·,0.2,-3
Cc1ccc(CN(C)C[C@@H]2OCc3cn(nn3)CCCC(=O)N([C@H](C)CO)C[C@@H]2C)cc1,7,1,4,0.2,-11,-5,0.1,0
O=C(CN(c1ccc(F)cc1)S(=O)(=O)c1ccccc1)NC1CCCCCC1,-3,9,-3,·,·,-3,0.1,-4
O=C(Nc1nnc(S(=O)(=O)N2CCCCCC2)s1)c1ccccc1Br,-6,-5,-9,2.3,1,-6,0.4,2
COc1ccc2[nH]c(=O)c(CN(CC3CCCO3)C(=S)Nc3ccc(C)cc3)cc2c1 (configuration not stated),·,10,1,·,13,·,0.0,3
CN(CC(=O)Nc1cccc(F)c1)C(=O)c1ccc(NC2CC2)c([N+](=O)[O-])c1,9,-2,4,0.8,4,1,0.1,1
CC(=O)Nc1ccc(S(=O)(=O)NCCC(=O)NCc2ccncc2)cc1,-5,5,-10,-2.4,-3,-4,0.3,3
Fc1cccc(F)c1-n1c(CN2CCOCC2)csc1=S,-9,1,-10,·,8,4,-0.1,-17
CC1CCN(S(=O)(=O)c2ccc3c(c2)oc(=O)n3CC(=O)N2c3ccccc3CC2C)CC1 (configuration not stated),-5,-9,-234,-0.1,15,-1,0.0,-2
CCCNC(=O)N1CC2(C1)[C@@H](c1ccccc1)[C@@H](CO)N2C(=O)C1CCCCC1,·,-4,4,0.1,-1,·,0.2,-4
COc1ccc(NC(=O)c2noc(C(C)C)c2[N+](=O)[O-])cc1,-1,-4,-10,·,-5,-5,0.0,4
O=C(CCn1ccc2cc(S(=O)(=O)N3CCCC3)ccc21)NCc1ccccc1F,-5,0,-17,·,·,-11,0.1,-2
CCOc1ccc(CCN2C(=O)C(=O)N([C@@H](Cc3ccccc3)CN3CCC[C@H]3CN3C(=O)C(=O)NC[C@@H]3Cc3ccc(O)cc3)C[C@@H]2Cc2ccc(O)cc2)cc1,·,-1,-5,·,0,·,-0.2,0
Cc1ccc(S(=O)(=O)N(C)C[C@@H]2OCCCC[C@@H](C)Oc3ccc(NC(=O)Nc4ccc(F)cc4)cc3C(=O)N([C@@H](C)CO)C[C@@H]2C)cc1,0,10,-18,0.0,1,8,0.0,-6
Cc1cc(NC(=O)Nc2cccc(Cl)c2)n(C(C)(C)C)n1,-2,0,1,-0.1,-2,0,0.1,-3
COc1ccc(Cl)cc1NC(=O)CSc1nnc(CNC(=O)c2ccco2)o1,-5,27,-15,·,1,-2,-0.1,1
O=C(CCc1ccc(O)c(O)c1)NNC(=S)NCCc1ccccc1,·,7,-15,-1.1,15,·,0.1,5
C[C@@H]1CCCCO[C@@H](CN(C)C(=O)Nc2ccc(F)cc2)[C@H](C)CN([C@H](C)CO)C(=O)c2cc(NC(=O)Nc3ccc(F)cc3)ccc2O1,-12,0,-18,·,10,7,0.1,-7
CC1=CC(=O)N(c2ccc(C)cc2)C1c1ccc(Cl)cc1 (configuration not stated),-10,-5,0,-0.1,-3,·,0.3,1
Cc1ccc(NC(=O)Nc2ccc3c(c2)nnn3C)cc1C,-4,-5,0,0.1,-39,20,0.2,1
